# Assay outcomes (PubChem)
# p53ts 39C kill = kills p53ts cells at the nonpermissive temperature; Potency, µM (doses to about 46.1 µM), for the others: at the highest dose activity change, negative = cell killing, most hits filed as cytotoxic; H1299-p53A138V viability at 39C, ATP luminescence, 24 h; 130,000 compounds, 1.5% hits; further: nearly all actives have a fitted effect of over 55% in size
# p53ts 32C tox = p53ts cell cytotoxicity, permissive temperature. Potency, µM (series often up to 46.1 µM), inactives show at the highest dose activity change, negative = cytotoxicity, hits mostly cytotoxic. 130,000 compounds, 0.93% hits. H1299-p53A138V at 32C, ATP luminescence viability, 24 h;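 further: 0% = DMSO and -100% = full killing by reference compound; nearly all actives have a fitted effect of over 55% in size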
#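 Viability by ATPlite luminescence after 24 h compound treatment (up to 46 uM) at the permissive 32C. Cells are H1299 carrying p53 A138V. Scale runs from DMSO basal to 100 uM tamoxifen as full kill; AC50 from Hill fits.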
# Imprint erasure = induces erasure of genomic imprints in mouse ES cells; Potency, µM (highest dose often 60.7 µM), for the others: at the top dose activity change, positive = activation, usual class: activators; mouse ES Peg3-LacZ reporter, beta-gal luminescence, 40 h; 110,000 compounds, 0.02% hits;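 further: 0% = negative control wells on the plate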
#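 Readout: BetaGlo luminescence (5 min, room temp) for LacZ from the normally silent maternal Peg3 allele in female Peg3LacZ-Neo ES cells. Cells 300/well, 40 h, 37C, 5% CO2. Data normalized per plate to negative controls.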
# IkB signaling = inhibitors of IkB signaling in ABC-DLBCL cells; AID 445; Potency, µM (doses to about 57.1 µM), for the others: top-dose IkBa stabilization activation; ABC-DLBCL IkBa-CBG/CBR dual luciferase ratio, 4 h; response scale: scaled: untreated 0%, proteasome inhibitor 100%; 110,000 compounds, 0.04% hits; active means well fitted curve in the direction sought with a large enough effect in the signal ratio, not every such curve was filed as active; inconclusive means small, poorly fitted or top-dose-only effect, or a change in a side signal; the % refers to the signal ratio;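 further: the direction sought is a rising ratio; 0% = basal untreated cells and 100% = reference inhibitor full response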
#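 In this assay, an IκBα–CBG68 fusion accumulates when IKK-driven degradation is blocked; native CBR normalizes for cell number. OCI-Ly3 cells were treated 4 h with compound and doxycycline, then green and red light read after Chroma-Glo addition.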
# Starred values were filed as active, the others as inactive; ? = inconclusive; . = no result given; [ ] = remark or other dose. Unless noted, the call rests on the fitted dose curve; in most records, active means well fitted curve in the direction sought with a large enough effect; inconclusive means small, poorly fitted or top-dose-only effect, or another doubt; inactive means no such curve, though single readings can be large; an effect the other way counts as inactive or inconclusive. Unless noted, on the % scale 0 is the no-effect control and ±100 the full control effect; potency means the concentration at half of the fitted maximal effect.
no.	SMILES	p53ts 39C kill	p53ts 32C tox	Imprint erasure	IkB signaling
1	CCCC(=O)Nc1ncnc2c1ncn2C1OC2COP(=O)(O)OC2C1OC(=O)CCC (configuration not stated)	0.4%	0.0%	-4.4%	.
2	COc1ccc(N2C(=O)CSC23C(=O)N(CC(=O)NCc2ccccc2)c2ccccc23)cc1 (configuration not stated)	19.3%	-3.8%	13.9%[10.9 µM]	?
3	CSc1nc2ccccc2n1Cc1cccc(F)c1	-3.1%	-2.9%	-5.0%	2.2%
4	CCOC(=O)c1cccc(NC(=O)CSc2nnc(-c3ccoc3C)n2CC)c1	-0.5%	-0.7%	-14.6%	2.2%
5	CCC1CCCCN1CCCNC(=O)CC1Oc2ccc(C)cc2NC1=O (configuration not stated)	5.0%	-1.7%	-20.9%	1.0%
6	CCCN1CCN(CCCNC(=O)c2cc3c(=O)[nH]c4ccccc4c3s2)CC1	-12.9%	-5.1%	24.0%[10.9 µM]	?
7	COC(=O)Cn1c(CCC(=O)O)ccc1-c1ccccc1	-7.6%	-3.3%	2.2%	-0.4%
8	COc1cc(/C=C(\C#N)c2nc3ccccc3[nH]2)ccc1OCc1cccc(C(F)(F)F)c1	3.16µM*	12.6µM*	-26.3%[10.9 µM]	-1.1%
9	COc1ccc(Nc2c3c(nc4ccc(NC(=O)c5ccc(F)cc5)cc24)CCCC3)cc1OC	?	?	-12.0%[10.9 µM]	?
10	Cc1cccc(NC2SC(=O)N(c3ccccc3)C2=O)c1 (configuration not stated)	14.2%	1.8%	-8.9%	15.9%
11	CC1=C(C(=O)Nc2cc(C)cc(C)c2)C2(CCCCC2)OC1=O	-13.9%	9.9%	8.5%[10.9 µM]	0.1%
12	CCOC(=O)N1CCN(C(=O)CCS(=O)(=O)c2ccc(Br)s2)CC1	-6.6%	5.9%	-14.2%	1.2%
13	CCOC(=O)c1ccc2ncc3c(-c4ccccc4)nn(-c4ccc(F)c(Cl)c4)c3c2c1	-15.2%	-1.6%	9.0%[10.9 µM]	-2.9%
14	COc1ccc(CNC(=O)C2CCN(C(=O)N3CC(C)Oc4ccc(C)cc43)CC2)cc1 (configuration not stated)	-17.6%	10.7%	-12.1%[10.9 µM]	?
15	CC1(C)CC(=O)c2sc(N3CCCCC3)nc2C1	-10.2%	-12.6%	-20.7%	-2.1%
16	CC1=C(C(=O)Nc2ccccc2)C(c2ccccc2)n2nc(-c3ccco3)nc2N1 (configuration not stated)	20.8%	9.0%	7.4%[10.9 µM]	?
17	COc1ccc2c(c1)O[C@H](c1cccc(C(F)(F)F)c1)[C@@H](O)C2=O	-3.5%[9.22 µM]	-10.4%[9.22 µM]	.	.
18	O=C(COc1ccccc1Cl)Nc1cc(-c2ccccc2F)nn1-c1ccccc1	-19.1%	-8.4%	-13.9%[10.9 µM]	-2.6%
19	CC1CCN(c2ncnc3c2nnn3C)CC1	-7.9%	7.6%	-6.4%[10.9 µM]	-6.5%
20	CC(C)(C)n1ncc2c(=O)n(CC(=O)NCc3ccccc3Cl)cnc21	-26.3%	?	-9.3%	0.8%
21	CCOc1ccc(CCNC(=O)Cn2ncn3c(cc4ccccc43)c2=O)cc1OCC	7.1%	-11.5%	-2.2%[10.9 µM]	-0.2%
22	C#CCN1C(=O)C(O)(CC(=O)c2ccc(OC)c(OC)c2)c2cc(Br)ccc21 (configuration not stated)	-26.0%	-4.1%	-7.2%[10.9 µM]	-0.4%
23	Cc1ccc2nc(/C(C#N)=C\c3ccc(N4CCOCC4)o3)[nH]c2c1	-11.5%	-19.6%	.	.
24	O=C(NCc1ccco1)c1ccc(Cl)c(S(=O)(=O)N2CCOCC2)c1	7.7%	-1.6%	11.4%	4.6%
25	CCN(CC)C(=O)Cn1c(=O)n(Cc2ccc(C(=O)NCCCOC)cc2)c(=O)c2ccccc21	-3.8%	6.3%	-9.0%[10.9 µM]	-4.7%
26	CCCCOc1cc(=O)[nH]c(=O)[nH]1	-10.4%	-4.0%	-6.6%	5.2%
27	CCc1nonc1NC(=O)c1oc2cc(C)c(C)cc2c1C	-4.1%	-2.9%	-3.3%[10.9 µM]	-2.6%
28	COc1ccc(S(=O)(=O)NCc2cccn2Cc2cccc(C)c2)cc1Cl	?	16.3%	-12.4%[10.9 µM]	?
29	CCCCCCCCCCCCCCCCCCOCC(O)CO (configuration not stated)	-3.9%	-1.7%	-3.0%	.
30	CC1CCN(C(=O)c2cc(-c3ccccc3O)on2)CC1	?	-29.7%	-29.1%	4.4%

# Ordered by length of the SMILES (descending): part of the list above.
no.	SMILES	p53ts 39C kill	p53ts 32C tox	Imprint erasure	IkB signaling
25	CCN(CC)C(=O)Cn1c(=O)n(Cc2ccc(C(=O)NCCCOC)cc2)c(=O)c2ccccc21	-3.8%	6.3%	-9.0%[10.9 µM]	-4.7%
22	C#CCN1C(=O)C(O)(CC(=O)c2ccc(OC)c(OC)c2)c2cc(Br)ccc21 (configuration not stated)	-26.0%	-4.1%	-7.2%[10.9 µM]	-0.4%
21	CCOc1ccc(CCNC(=O)Cn2ncn3c(cc4ccccc43)c2=O)cc1OCC	7.1%	-11.5%	-2.2%[10.9 µM]	-0.2%
28	COc1ccc(S(=O)(=O)NCc2cccn2Cc2cccc(C)c2)cc1Cl	?	16.3%	-12.4%[10.9 µM]	?
27	CCc1nonc1NC(=O)c1oc2cc(C)c(C)cc2c1C	-4.1%	-2.9%	-3.3%[10.9 µM]	-2.6%
26	CCCCOc1cc(=O)[nH]c(=O)[nH]1	-10.4%	-4.0%	-6.6%	5.2%

# (cont.)
no.	SMILES	p53ts 39C kill	p53ts 32C tox	Imprint erasure	IkB signaling
31	CCC(C)NC(=O)c1c(-c2ccccc2)c(-c2ccccc2)nn(C)c1=O (configuration not stated)	-15.5%	7.8%	7.4%[10.9 µM]	1.3%
32	c1ccc(CSc2ccc(-c3cccs3)nn2)cc1	-22.2%	-15.2%	.	.
33	CCOC(=O)c1[nH]c2ccc(C)cc2c1NC(=O)CN1CCCCC1	-0.7%	-1.7%	-13.1%	0.5%
34	COc1ccc(CNc2ncncc2-c2ccccc2OC)c(OC)c1	-1.9%	12.3%	-18.9%	-0.2%[11.4 µM]
35	Cc1ccc(OCC(=O)N2CC3(C)CC2CC(C)(C)C3)cc1 (configuration not stated)	-9.6%	-1.6%	.	.
36	CSc1ccccc1NC(=O)c1ccccc1N(C)S(C)(=O)=O	8.6%	-6.6%	22.8%	3.3%
37	Cn1c(SCC(=O)N2CCc3ccccc32)nc2cccnc21	2.7%	-0.3%	-15.4%	?
38	CCCOc1cc(C)c(Cl)cc1S(=O)(=O)N(CC)CC	-2.8%	-4.2%	.	.
39	CC(C)Oc1ccc(C2C(C(=O)c3ccco3)=C(O)C(=O)N2Cc2cccnc2)cc1 (configuration not stated)	6.5%	-29.4%	0.9%	-0.6%
40	CCN(C(=O)CSc1nc2ncccc2[nH]1)c1ccc(C(C)C)cc1	-5.7%	1.9%	-11.9%[10.9 µM]	?
41	COCc1nnc(NC(=O)CS(=O)(=O)Cc2ccccc2)s1	14.5%	-1.6%	?	1.0%
42	CCCCN(C)C(=O)Cn1cnc2sc(C)c(S(=O)(=O)N3CCN(c4ccccc4OC)CC3)c2c1=O	-23.7%	3.2%	-7.9%[10.9 µM]	?
43	COc1ccc(N2CCN(C3CC(=O)N(Cc4ccc(N5CCCC5=O)cc4)C3=O)CC2)cc1 (configuration not stated)	3.2%	-1.0%	.	.
44	Cc1nc2ccc(C(=O)c3ccccc3)cc2[nH]1	-6.1%	-4.8%	-12.3%	0.5%
45	CCN1C(=O)CC(c2ccco2)Sc2ccccc21 (configuration not stated)	1.6%	-1.8%	.	.
46	Cc1cc(C)c(Cn2c3ccccc3c3cnn(CC(=O)N4CCCCCC4)c(=O)c32)c(C)c1	-2.3%	23.7%	-14.8%[10.9 µM]	?
47	O=C(CSc1nc2c([nH]c3ccccc32)c(=O)n1-c1ccccc1)c1ccc(Cl)cc1	-4.7%	3.6%	15.5%[10.9 µM]	-1.0%
48	O=C(NCCc1ccc(Cl)cc1)c1cc(-c2ccccc2)n[nH]1	-15.9%	0.7%	2.5%[10.9 µM]	?
49	COCCNc1ccc(-c2nc(-c3ccccn3)no2)cc1[N+](=O)[O-]	-12.2%	-4.8%	-4.5%[10.9 µM]	4.7%
50	CCN(CC)CCCNC(=O)c1ccc2c(c1)N(Cc1c(F)cccc1Cl)C(=O)c1ccccc1S2	12.6µM*	-7.7%	-7.7%[10.9 µM]	?
51	CCn1c(SCC(=O)Nc2ccccc2N2CCOCC2)nnc1-c1ccccc1	8.5%	5.8%	-5.5%	-1.9%
52	C=CCN1C(=O)C(CC(=O)O)SC1=Nc1c(C)n(C)n(-c2ccccc2)c1=O (configuration not stated)	0.6%	6.0%	1.9%	0.9%
53	Cc1cc(NC(=O)C2CCCN(S(=O)(=O)c3cn(C)cn3)C2)ccc1Br (configuration not stated)	6.9%	-5.9%	-5.7%[10.9 µM]	?
54	O=C(CSc1ccc2nnc(-c3ccc(F)cc3)n2n1)N1CCOCC1	3.0%	9.3%	-2.5%	-0.6%
55	O=c1oc2ccccc2n1CCCCCn1c(=O)oc2ccccc21	-5.1%	-5.1%	?	-0.2%
56	CCN(C(=O)COc1cc(=O)n(C)c2ccccc12)c1cccc(C(F)(F)F)c1	-4.4%	11.2%	-10.4%[10.9 µM]	?
57	CCCN(CCC)CC(O)Cn1cc(/C=C/C(=O)c2ccc(OCC)cc2)c2ccccc21 (configuration not stated)	?	?	-8.7%[10.9 µM]	?
58	Clc1ccc(CCNC(c2cccc(Cl)c2)c2nnc(-c3ccccc3)o2)cc1 (configuration not stated)	-10.3%	-2.3%	-7.0%[10.9 µM]	?
59	CCOc1ccc(NC(=O)NCCN2CCN(c3cc(Cl)ccc3C)CC2)cc1	?	-0.6%	-11.1%[10.9 µM]	?
60	Cc1c2cccc(Sc3ccccc3)c2c2c3c(cccc13)[S+](c1ccccc1)C2 (configuration not stated)	5.9%[9.22 µM]	4.8%[9.22 µM]	8.7%[10.9 µM]	-0.2%[11.4 µM]
61	Cc1ccc(NC(=O)C2CCN(c3nc4ccccc4[nH]3)CC2)cc1Cl	-11.8%	4.8%	-7.3%[10.9 µM]	-0.4%
62	CCCN1CCN(CCCNC(=O)c2cnn(-c3ccc(C)cc3)c2-n2cccc2)CC1	-25.4%	-3.2%	-14.1%[10.9 µM]	-2.3%
63	Cc1cccc(NC(=O)CN2C(=O)C(c3ccc(F)cc3)=NC23CCCCCC3)c1C	?	8.2%	-6.5%[10.9 µM]	?
64	C/C(CCN1CCCCc2nc(C)c(C)cc21)=N\OC[C@@H](C)[C@H](OCc1ccccc1)C(C)C	2.1%[9.22 µM]	0.7%[9.22 µM]	.	.
65	CCn1c(N)c(C(=O)Nc2ccccc2C(=O)OC)sc1=S	-17.0%	-5.3%	-7.0%	3.0%
66	Cc1cc(=O)[nH]c(SCC(=O)N2CCCc3ccccc32)n1	-2.1%	-6.0%	.	.
67	CCOC(=O)N1CCN(C(=O)CN(c2cccc(Cl)c2C)S(=O)(=O)c2ccc(C)cc2)CC1	8.7%	7.2%	-5.1%[10.9 µM]	?
68	Fc1ccc(COc2ccc(/C=N/n3cnnc3)cc2)cc1	6.5%	4.5%	-39.2%[inhibitor]	-1.6%
69	O=C(Nc1nnc(-c2ccco2)s1)C1CC1	8.7%	7.5%	-9.1%	1.8%
70	Cc1cn2c(-c3ccc(Cl)cc3)nnc2s1	1.4%	8.7%	-15.2%	-1.0%
71	COc1ccccc1-c1cc(C(=O)N2CCN(c3ccccc3OC)CC2)no1	-8.9%	12.4%	-16.1%	?
72	Cc1ccc(NC(=O)c2nc[nH]c2C(=O)N2CCCCC2)c(C(=O)c2ccccc2)c1	-15.6%	0.7%	-17.7%	0.9%
73	COc1ccc(C2C(C(=O)N3CCOCC3)=C(C)NC3=C2C(=O)CC(C)(C)C3)c(OC)c1 (configuration not stated)	-3.9%	-12.4%	19.6%	0.0%
74	COc1cccc(C2NC(=O)NC(C)=C2C(=O)Nc2cc(OC)ccc2OC)c1 (configuration not stated)	-1.1%	18.3%	-2.1%	3.5%
75	Cc1noc(C)c1CSc1nc2ccccc2c(=O)n1-c1ccccc1	-16.1%	-8.9%	-17.8%	?
76	CCN(CC)C(=O)Oc1ccc2c(=O)c(-c3ccc(OC)cc3)c(C)oc2c1	0.9%	6.5%	-15.4%	?
